GALK inhibitor = inhibitors of human galactokinase; Purified GALK, Kinase-Glo residual ATP luminescence; AID 1868; 0.007% of 270,000 active; Potency, µM (titrated, usually from 57.5 µM), for the others: at the top dose activity change, negative = inhibition, most hits filed as inhibitors; note: potency is the fitted concentration of half-maximal effect; % is set by controls: 0 for no effect and ±100 for the full control effect
Target sequence (P51570 whole entry, looked up): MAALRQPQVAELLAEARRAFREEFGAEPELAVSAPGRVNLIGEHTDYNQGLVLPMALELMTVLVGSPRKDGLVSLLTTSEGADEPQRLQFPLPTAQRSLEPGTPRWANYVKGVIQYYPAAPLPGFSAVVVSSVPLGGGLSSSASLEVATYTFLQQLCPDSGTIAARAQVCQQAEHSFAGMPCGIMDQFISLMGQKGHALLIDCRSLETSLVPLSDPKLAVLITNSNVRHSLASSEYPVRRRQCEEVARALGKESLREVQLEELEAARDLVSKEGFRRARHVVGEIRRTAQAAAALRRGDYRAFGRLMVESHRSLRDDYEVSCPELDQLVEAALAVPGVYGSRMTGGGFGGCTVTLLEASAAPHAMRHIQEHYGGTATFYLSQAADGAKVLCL
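Compounds were pin-transferred into ATP buffer (35 uM final), then GALK plus galactose (5 nM, 100 uM final) was added. After 1 h at room temperature, Kinase-Glo Plus was added and luminescence read after 10 min.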
S-ASM inh = inhibitors of human secretory acid sphingomyelinase; AID 504937; P17405; 0.006% of 340,000 active; Potency, µM (doses to about 57.5 µM), for the others: at the highest dose activity change, negative = inhibition, most hits filed as inhibitors; placental ASM, HMU-PC fluorogenic substrate, 60 min; note: potency is the fitted concentration of half-maximal effect
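Human placenta-derived ASM preincubated with compound 10 min at room temperature, then reacted with 9 uM (final) fluorogenic HMU-PC substrate for 60 min at 37 C. Stop solution raises pH to 10; fluorescence read at Ex 386/Em 447 nm.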
A-T KAP1 phos = potential ataxia-telangiectasia treatment. […] A-T fibroblasts, KAP-1 phosphorylation AlphaLISA; neocarzinostatin DNA damage 30 min before lysis. Potency, µM (doses to about 57.5 µM), without a hit: at the top dose activation, usual class: activators. 0.19% of 320,000 active; note: potency is the fitted concentration of half-maximal effect; % of control where 0% means no effect; nearly all actives have a fitted effect of over 45% in size
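hTERT-immortalized A-T patient fibroblasts ([…]), 500 cells/well in OPTI-MEM, 1% FBS, got compounds for 60 min, then NCS for 30 min at 37C. Lysates were then assayed for phospho-KAP-1 by AlphaLISA (anti-pKAP1 donor, anti-KAP1 acceptor beads), 6 hr at 25C.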
MLL CXXC-DNA inh = inhibitors of human MLL CXXC domain-DNA interaction | AID 2662 | MLL-CXXC / FITC-HOXA9 DNA fluorescence polarization | Q03164 | 0.037% of 290,000 active | Potency, µM (top dose mostly 115 µM), inactives show at the highest dose activity change, negative = inhibition, usual class: inhibitors; active = well fitted inhibition curve with a large enough effect in the polarisation, with a control signal flat, not every such curve was filed as active; inconclusive = small, poorly fitted or top-dose-only effect, or effect the other way, or a change in a side signal; inactive = no such curve, though single readings can be large or run the other way; the % refers to the polarisation; note: potency is the fitted concentration of half-maximal effect
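Purified MLL-CXXC (added from a 7 uM solution) was preincubated 5 min at ambient with pinned compounds in 50 mM Tris-HCl pH 7.5, 50 mM NaCl, 1 mM DTT, 0.05% BSA. Fluorescein-labeled HOX-A9 DNA (50 nM solution) followed, 30 min, then polarization read.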
TRPV1 ag = agonists of human vanilloid receptor 1 (TRPV1) | AID 540275 | activation, % at 8.33 µM | TRPV1-expressing cells, Fluo-8 calcium influx, agonist mode | 0.19% of 320,000 active; in the data active = activation above about 80%; inconclusive = between about 30% and that limit; note: 0% is about no effect
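Cells expressing TRPV1 were dye-loaded with Fluo-8 and read kinetically: 10 s baseline, 3 min after compound (agonist portion), then 2 min after EC20 capsaicin (allosteric enhancer portion). Calcium-bound dye fluorescence at 480/520 nm.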
KCNH2 3.1 block = blocks the human KCNH2 3.1 channel isoform; activity change, % (tested at about 1.8 µM); U2OS KCNH2 3.1, thallium flux FluxOr; active compounds read low; 0.95% of 340,000 active;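 active = maximum activity change below -70%; inconclusive = maximum activity change from -70% to -50%; inactive = maximum activity change above -50%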;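 note: thallium influx rate constant from kinetic fluorescence after stimulation buffer; % is set by controls: 0 for no effect and ±100 for the full control effect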
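Kinetic fluorescence (2 min after stimulation buffer) measures Tl+ influx through KCNH2 3.1 expressed by viral transduction in U2OS cells; the rate constant is normalized against DMSO controls serving as positive and negative references.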
MBNL1 CUG block = inhibitors of human MBNL1 binding to CUG repeat RNA. 0.036% of 280,000 active. AID 2675. TR-FRET MBNL1-His/biotin-(CUG)12 binding, 665/545 ratio. Potency, µM (top dose mostly 57.5 µM), without a hit: top-dose activity change, negative = inhibition, hits mostly inhibitors; active = well fitted inhibition curve with a large enough effect in the signal ratio, with a control signal flat, not every such curve was filed as active; inconclusive = small, poorly fitted or top-dose-only effect, or effect the other way, or a change in a side signal; inactive = no such curve, though single readings can be large or run the other way; the % refers to the signal ratio; note: potency is the fitted concentration of half-maximal effect; % is set by controls: 0 for no effect and ±100 for the full control effect
Target sequence (Q9NR56 whole entry, looked up): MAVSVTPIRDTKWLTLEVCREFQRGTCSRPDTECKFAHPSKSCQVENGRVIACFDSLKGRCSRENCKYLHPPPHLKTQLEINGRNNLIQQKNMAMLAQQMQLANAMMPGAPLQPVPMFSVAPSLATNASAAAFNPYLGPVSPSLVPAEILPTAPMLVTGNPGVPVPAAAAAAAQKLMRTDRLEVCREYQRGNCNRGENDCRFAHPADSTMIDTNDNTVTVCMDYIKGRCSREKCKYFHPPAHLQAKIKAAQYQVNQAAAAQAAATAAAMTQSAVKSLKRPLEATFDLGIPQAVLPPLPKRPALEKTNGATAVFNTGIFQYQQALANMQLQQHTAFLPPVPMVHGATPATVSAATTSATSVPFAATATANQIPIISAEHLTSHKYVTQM
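TR-FRET between His-tagged MBNL1 and biotin-(CUG)12 RNA, detected with Tb anti-His antibody (0.055 ng/ul) and streptavidin-XL665 (5 nM), 60 min at room temperature. Compounds titrated 92 nM to 58 uM; 665/545 nm ratio normalized to buffer and complex controls.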
KCNH2 WT inh = KCNH2 (human, wildtype) channel inhibition; U2OS, BacMam KCNH2, thallium flux FluxOr; active compounds read low; activity change, % at 1.84 µM; 0.37% of 340,000 active; AID 720551;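 active = maximum activity change below -70%; inconclusive = maximum activity change between -70% and -50%; inactive = maximum activity change above -50%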; note: % is set by controls: 0 for no effect and ±100 for the full control effect
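U2OS cells were transduced with wild-type KCNH2 virus (2.03 x 10^8 / mL) for 4 h at room temperature, then cultured overnight at 37 C. Thallium flux was read with FluxOr dye. Rate constants were normalized to DMSO controls.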
Integrin act MD = integrin-mediated muscular dystrophy alleviation activation; alpha7betagal myoblasts, beta-gal FDG fluorescence, 48 h; Potency, µM (titrated, usually from 38.3 µM), without a hit: top-dose activation, hits mostly activators; 0.064% of 350,000 active;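 note: potency is the fitted concentration of half-maximal effect; 100% = response of the positive control SU9516; nearly all actives have a fitted effect of over 60% in size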
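Alpha7betagal+/- myoblasts (passage 13) were plated 16-24 hr, then exposed to compounds (1:260 dilution of DMSO stock) for 48 hours at 37C. After MPER lysis, β-galactosidase reporter activity was read as FDG fluorescence (ex 480/em 540) after 30 minutes.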
Coupling enz = coupling enzyme interference in Giardia aldolase counter-screen. activity change, negative = inhibition, % at 58.2 µM, hits read low. 0.67% of 290,000 active. coupling enzyme system counterscreen, AmpLite Red fluorescence; in the data active = activity change below about -30%; note: % is set by controls: 0 for no effect and ±100 for the full control effect
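Activity here indicates interference with the coupling reaction, not aldolase inhibition. Compounds at 57.5 uM final met coupling enzymes for 10 min at RT; substrate and AmpLite Red detection followed, with a 525/598 nm fluorescence read after 20 min.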
Numbers without * were called inactive; i = inactive; ? = inconclusive; · = no result given; & = joins results of further samples; [ ] = remark or other dose. Unless noted, calls come from the whole dose curve; as a rule, active = well fitted curve in the direction sought with a large enough effect; inconclusive = small, poorly fitted or top-dose-only effect, or another doubt; inactive = no such curve, though single readings can be large; an effect the other way counts as inactive or inconclusive.

Screens in order: GALK inhibitor | S-ASM inh | A-T KAP1 phos | MLL CXXC-DNA inh | TRPV1 ag | KCNH2 3.1 block | MBNL1 CUG block | KCNH2 WT inh | Integrin act MD | Coupling enz
Cc1ccc(NC(=S)N2C3CCCC2CC(NC(=O)C2CC2)C3)cc1C (stereo not given)
→ 6% | -1% | 7% | 12% | 4 | -9 | -12% | 4 | -4% | 2
O=[N+]([O-])c1c(NCCCO)cc(N2CCCCCC2)c2nonc12
→ -5% | -5% | 0% | -17% | -7 | -4 | ? | 2 | -23% | -3
COc1cc2[nH]c(=S)nc(NCc3ccc(Cl)cc3)c2cc1OC
→ -3% | -10% | -13% | -7% | 1 | -10 | 206%[activator] | 15 | 20% | 0
O=S(=O)(c1ccc(Cl)cc1)n1cccn1
→ 1% | -1% | -1% | 6% | -1 | -4 | -1% | -12 | 8% | 0
COc1cc(-c2noc(C)c2-c2ccc3[nH]ccc3c2)cc(OC)c1OC
→ · | -26% | 1% | 2% | -1 | -4 | 7% | -9 | -20% | -6
O=S(=O)(c1ccc(Br)cc1)N1CCCC1c1nc2ccccc2s1 (stereo not given)
→ -4% | -7% | 0% | -1% | 4 | -8 | -6% | -11 | 5% | 0
Cc1ccc(Cl)cc1NC(=O)[C@@H]1CCC(=O)N1C1OC(=O)c2ccccc21 (stereo not given in full)
→ · | -2% | 14% | 0% | 3 | 5 | -13% | 5 | 16% | 2
Cc1[nH]c2ccccc2c1/C=N/Nc1nc(Nc2ccc(F)cc2)nc(N2CCOCC2)n1
→ 1% | 4% | 0% | 17% | 2 | -4 | 1% | 3 | -19% | -1
CC(=O)C1=C(O)C(=O)N(Cc2ccccc2)C1c1ccc(N(C)C)cc1 (stereo not given)
→ 1% | 8% | 5% | -13% | 0 | 5 | 3% | 3 | ? | 13
CCCCC(=O)Nc1ccc(Br)cn1
→ -1% | -1% | -5% | 0% | 28 | · | 4% | -3 | -14% | -2
O=C(OCC1OC(n2ncc(=O)[nH]c2=O)C(OC(=O)c2ccccc2)C1OC(=O)c1ccccc1)c1ccccc1 (stereo not given)
→ · | -4% | 1% | -18% | 3 | -2 | -5% | -3 | -26% | 6
CC(=O)NCCn1c(SCc2cc(F)ccc2F)nc2ccccc2c1=O
→ 1% | -3% | 7% | -1% | -2 | 38 | -5% | -23 | -30% | 0
Cc1ccc(-c2cc(C(=O)N/N=C/C=C/c3ccco3)c3ccccc3n2)cc1C
→ 0% | 0% | -3% | 4% | 0 | -32 | -4% | 9 | -12% | -7
COc1cc(C(O)P(=O)(OC2CCCCC2)c2ccc(N(C)C)cc2)cc(OC)c1OC (stereo not given)
→ -1% | 2% | -4% | -7% | 4 | -2 | 11% | 3 | 11% | 0
COC(=O)C1=C(C)NC(C)=C(C(=O)OCC2CCCO2)C1c1ccc(Cl)c([N+](=O)[O-])c1 (stereo not given)
→ -3% | · | -5% | 34%[activator] | 25 | · | 1% | · | · | ·
CC(C)C(=O)Nc1ccc2oc(=O)ccc2c1
→ 8% | 9% | -5%[11.5 µM] | -5% | 0 | 9 | 9% | 6 | 4% | 2
CCOC(=O)N1CCC(N2Cc3cccc(C(=O)N4CCN(c5cccc(C)c5C)CC4)c3C2=O)CC1
→ -3% | -3% | 8% | -6% | 2 | 4 | 9% | i | 4% | 6
CCOC(=O)c1oc2ccccc2c1CN1CCN(C)CC1
→ 0% | -2% | 1% | 1% | -1 | -19 | -5% | 27 | 15% | -1
CCN(CC)S(=O)(=O)c1ccc(C(=O)NCc2ccc3[nH]c4c(c3c2)CCCC4)cc1
→ · | -1% | -2% | 17% | -5 | 7 | -4% | -8 | 3% | -3
COc1ccccc1CNC(=O)C1CCN(S(=O)(=O)c2ccc3c(c2)CC(C)N3C(C)=O)CC1 (stereo not given)
→ 6% | 3% | 3% | 17% | -1 | -28 | -2% | 2 | 16% | 1
CCN(CC)CCC(c1ccc(N(C)C)cc1)c1c(OC)cc(OC)c2c(-c3ccccc3)cc(=O)oc12 (stereo not given)
→ -1% | 0% | 23% | 17% | 4 | -112* | 5% | 2 | -40% | 0&-6
CCC(=O)Oc1ccc(C(=O)Nc2c[nH]c(=O)[nH]c2=O)cc1
→ 4% | 0% | -9% | -6% | 3 | 1 | -10% | 10 | -5% | -3
COc1cccc(NC(=O)Cn2c(=O)c3c(ncn3Cc3ccccc3)n(Cc3ccccc3)c2=O)c1
→ -4% | 2% | 12% | -1% | 0 | 9 | 1% | -4 | -4% | -1
COC(=O)COc1ccc(-c2nccc(-c3ccccn3)n2)cc1
→ -3% | 1% | 9% | 4% | 12 | -34 | 7% | -5 | 44% | 0
NS(=O)(=O)c1ccc(CNC(=O)c2cccc(S(=O)(=O)N3CCc4ccccc43)c2)cc1
→ · | -6% | 5% | · | 5 | 5 | · | -19 | -28% | ·
CC1CN(C(=O)COC(=O)c2cc3ccccc3cc2O)CC(C)O1 (stereo not given)
→ · | 20% | 13% | · | · | 3 | · | -15 | ? | ·
Nc1ccc(-c2nc(-c3ccccc3)nc3ccccc23)cc1
→ · | 175%[activator] | ? | ? | 2 | 0 | 16% | -17 | 11% | -1
COc1cccc(/C=N\n2c(C)nnc2C)c1OC
→ 0% | 2% | 4% | -10% | -1 | 2 | 7% | 1 | 20% | 0
COc1ccc(NC(=O)C2CC(=O)N(CCc3ccc(Cl)cc3)C2)cc1 (stereo not given)
→ 3% | · | 1% | -6% | ? | 3 | -13% | 15 | -5% | ·
Cc1ccc(S(=O)(=O)N2CCSC2c2ccco2)cc1 (stereo not given)
→ 3% | 0% | 8% | 8% | 13 | 19 | 2% | -4 | ? | -14
CC(C)Oc1ccccc1/C=N/NC(=O)c1ccc(F)cc1
→ 0% | 5% | 0% | 17% | ? | 2 | 0% | 4 | 22% | -1
COC(CNC(=O)c1ccc2c(c1)nc(C)n2-c1cccc(C)c1)OC
→ 1% | 5% | -4% | 4% | 2 | -21 | -1% | 14 | 5% | 1
CCOc1ccc(NC(=O)CCSc2nc3c(c(CC)c2C#N)C(=O)CC(C)(C)C3)cc1
→ -2% | -17% | -3% | 7% | 0 | 1 | 1% | 0 | 12% | 5
CCOC(=O)c1cnc2ccc(OC)cc2c1Nc1ccc(N2CCN(C)CC2)cc1
→ · | -4% | -5% | ? | -1 | 6 | ? | 2 | -70%[inhibitor] | 2
CCOC(=O)c1[nH]c(C)c(C(=O)NCCCOC(C)C)c1C
→ 0% | 0% | -11% | -3% | 24 | 10 | 3% | -2 | 5%[7.66 µM] | 2
COc1ccccc1N1CCN(c2ncnc3nc[nH]c23)CC1
→ -2% | 1% | 9% | 0% | -1 | 13 | -12% | 50 | -14% | 3
CCS(=O)(=O)N1N=C(c2ccccc2)CC1c1ccc2nccnc2c1 (stereo not given)
→ 0% | 0% | 12% | 6% | 13 | 0 | 13% | 21 | -15% | -3
COCCCNCCCCOc1ccc(Br)cc1Cl
→ 2% | -2% | 0% | 10% | 0 | -3 | -4% | 6 | -57%[inhibitor] | -1
COc1cccc(C(=O)COC(=O)c2ccc(NC(=O)c3ccccc3)cc2)c1
→ · | -1% | · | · | · | 2 | · | -8 | -12% | ·
N#Cc1ccccc1OCC(=O)Nc1ccc2c(c1)OCCCO2
→ 7% | -4% | 3% | 64%[activator] | -2 | -4 | -4% | -12 | 3% | -1
O=C(Nc1ccccc1N1CCOCC1)c1ccc2c(c1)OCO2
→ 5% | 4% | 7% | -3% | -4 | 6 | 4% | 4 | ? | 0
O=C(Cn1cc[n+](CC(=O)c2ccccc2)c1)c1ccccc1
→ -1% | -1% | 6% | 3% | 0 | 1 | 1% | -7 | -28% | 2
COc1cccc(C2=CC(=O)C[C@H](c3ccc(Cl)cc3)C2)c1OC
→ · | 34%[activator] | 17% | · | 5 | -129* | · | 1 | -16% | ·
O=C(N[C@H]1C/C=C\C(c2ccc(F)cc2)N(Cc2ccccc2)C(=O)C1)OCC1c2ccccc2-c2ccccc21 (stereo not given in full)
→ · | -5% | 6% | · | · | · | · | 3 | 0% | ·
CCc1c(C#N)c(SCCC(=O)Nc2cccc(OC)c2)nc2c1C(=O)CC(C)(C)C2
→ -1% | -7% | -1% | 4% | ? | -19 | -2% | -13 | -18% | 2

Screening results (PubChem BioAssay)
